AmpC inh detg – AmpC beta-lactamase inhibition with detergent present. AmpC hydrolysis of nitrocefin, absorbance 480 nm, 0.01% Triton. P00811. Potency, µM (top dose mostly 114 µM), inactives show at the top dose activity change, negative = inhibition, actives largely listed as inhibitors. 370,000 compounds, 0.041% hits;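 note: potency is the fitted concentration of half-maximal effect; 0% = no-compound wells and -100% = no-enzyme wells; nearly all actives have a fitted effect of over 25% in size; some results filed as inactive show a strong effect at the top dose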
Target sequence (P00811 whole entry, looked up): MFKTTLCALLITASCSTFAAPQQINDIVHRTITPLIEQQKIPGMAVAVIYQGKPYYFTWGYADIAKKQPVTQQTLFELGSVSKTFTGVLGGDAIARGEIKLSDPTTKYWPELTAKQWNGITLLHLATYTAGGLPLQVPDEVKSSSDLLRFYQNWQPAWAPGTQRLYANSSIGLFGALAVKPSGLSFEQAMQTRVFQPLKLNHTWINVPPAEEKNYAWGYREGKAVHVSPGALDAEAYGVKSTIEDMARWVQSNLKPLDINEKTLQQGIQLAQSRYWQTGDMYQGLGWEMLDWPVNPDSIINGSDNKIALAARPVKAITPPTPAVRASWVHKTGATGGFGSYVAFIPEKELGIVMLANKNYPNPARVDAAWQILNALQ
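AmpC (5.3 nM in the dispensed reagent) in 20 mM phosphate pH 7.0 with 0.01% (detergent screen) or 0.0001% Triton X-100 was preincubated with compounds for 15 min at room temperature. Nitrocefin was then added from an 800 uM solution, and hydrolysis was followed at 480 nm.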
Sm TGR inh – blocks Schistosoma mansoni thioredoxin glutathione reductase; AID 485364; 360,000 compounds, 3% hits; Potency, µM (top dose mostly 114 µM), for the others: at the highest dose activity change, negative = inhibition, hits mostly inhibitors; purified TGR, DTNB reduction, TNB absorbance 405 nm; Q962Y6; note: potency is the fitted concentration of half-maximal effect; nearly all actives have a fitted effect of over 60% in size
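First, TGR (20 nM dispensed) and NADPH were mixed with compound. Second, a 15 min room-temperature incubation followed. Third, further NADPH and then DTNB were added to start the reaction. Finally, TNB absorbance was monitored kinetically.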
Giardia FBPA inh – Giardia lamblia aldolase inhibition. Potency, µM (doses to about 59.6 µM), for the others: at the highest dose activity, negative = inhibition, most hits filed as inhibitors. AID 2451. 290,000 compounds, 0.71% hits. A8B2U2. purified Giardia FBPA; note: potency is the fitted concentration of half-maximal effect; nearly all actives have a fitted effect of over 55% in size
Target sequence (A8B2U2 whole entry, looked up): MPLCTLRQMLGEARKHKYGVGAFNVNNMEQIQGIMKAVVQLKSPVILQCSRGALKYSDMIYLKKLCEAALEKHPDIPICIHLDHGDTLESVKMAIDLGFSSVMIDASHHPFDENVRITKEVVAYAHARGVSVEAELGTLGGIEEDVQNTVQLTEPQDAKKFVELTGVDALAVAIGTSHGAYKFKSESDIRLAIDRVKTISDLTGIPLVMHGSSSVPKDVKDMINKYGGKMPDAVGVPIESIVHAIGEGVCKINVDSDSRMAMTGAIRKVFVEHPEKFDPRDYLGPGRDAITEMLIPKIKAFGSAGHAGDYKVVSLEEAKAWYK
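Giardia FBPA (40 nM reagent) was preincubated 10 min at RT with compound (up to 57.5 uM final), then substrate plus GAPDH/TPI/NAD/arsenate coupling system with diaphorase/resazurin was added; resorufin fluorescence (525/598 nm) was read after 20 min.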
HCV inhibitor – blocks hepatitis C virus | Huh7.5.1 HCVcc-Cre infection, luciferase reporter, 44 h | Potency, µM (series often up to 41.8 µM), for inactives: at the top dose activity change, negative = inhibition, hits mostly inhibitors | 340,000 compounds, 3.4% hits; note: potency is the fitted concentration of half-maximal effect
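A cell-based infection assay in which seeded cells (1,000 per well) receive test compound after 4 h, are inoculated with HCVcc-Cre at approximately 0.5 moi, and are incubated 44 h before luminescence detection.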
AMA1 RON2 block – inhibitors of Plasmodium falciparum AMA1-RON2 interaction | AlphaScreen AMA1-biotinylated RON2 peptide binding | Potency, µM (top dose mostly 58.2 µM), inactives show at the highest dose activity change, negative = inhibition, usual class: inhibitors | 360,000 compounds, 0.2% hits | AID 720542;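 note: potency is the fitted concentration of half-maximal effect; 0% = vehicle wells and -100% = peptide control; nearly all actives have a fitted effect of over 45% in size; some results filed as inactive show a strong effect at the top dose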
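AMA1 (3D7) with his tag at 25 nM final met compounds first, then biotinylated RON2 peptide at 25 nM; detection used donor plus acceptor beads, 10 µg/mL apiece, read by AlphaScreen after 30 min at room temperature.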
HCMV inh – blocks human cytomegalovirus replication | HFF cells, HCMV-luciferase reporter, 72 h; active compounds read low | activity change, negative = inhibition, % at 57.5 µM | 410,000 compounds, 4.5% hits; in the data active = activity change below about -60%; inconclusive = no clear call, values can overlap the other calls; inactive = above about -39%
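Steps: HFFs plated, 16 h 37C; compounds added; HCMV-luciferase added to MOI 1 PFU/cell; 72 h 37C; OneGlo reagent, 5 min room temperature; luminescence read, normalized to controls.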
Numbers without * were called inactive; ? = inconclusive; · = not tested or not shown; & = joins results of further samples; [ ] = remark or other dose. Unless noted, calls come from the whole dose curve; as a rule, active = well fitted curve in the direction sought with a large enough effect; inconclusive = small, poorly fitted or top-dose-only effect, or another doubt; inactive = no such curve, though single readings can be large; an effect the other way counts as inactive or inconclusive. Unless noted, % is set by controls: 0 for no effect and ±100 for the full control effect.

SMILES | AmpC inh detg | Sm TGR inh | Giardia FBPA inh | HCV inhibitor | AMA1 RON2 block | HCMV inh
COc1cccc(CNC(=O)C2=C(C)C(=O)OC23CCN(C(C)=O)CC3)c1OC | 12% | 2% | · | · | · | 0
COc1ccc(C(=O)NCC(c2ccccc2)N2CCCC2)cc1S(=O)(=O)N1CCOCC1 (configuration not stated) | -3% | -30% | · | -2% | 10% | 10
Cc1ccc(-c2noc(C3CCCN(C(=O)c4ccccc4Br)C3)n2)o1 (configuration not stated) | -11% | ? | 4% | -19% | 3% | 26
O=c1[nH]c(C2CCN(S(=O)(=O)c3ccc(S(=O)(=O)NC4CC4)cc3)CC2)nc2c1nnn2Cc1ccccc1 | 0% | 2% | · | 2% | 1% | ?
COc1ccccc1NC(=S)NC(=O)Cc1ccc(Cl)cc1 | 2% | ? | 13% | 11% | 6% | 23
COC(=O)c1sc2ccccc2c1S(=O)(=O)N1CCN(c2ccc(C(C)=O)cc2)CC1 | 19% | -2% | · | · | · | 30
CCCCC1=CC2=CC(=O)C(C)(OC(=O)CC)C(=O)C2=CN1CCc1ccc(Br)cc1 (configuration not stated) | -1% | -18% | ? | -20% | -10% | -24
Cc1c(Cl)c([N+](=O)[O-])nn1CCCC(=O)Nc1cccc(Cl)c1 | -1% | -3% | -6% | -3% | -25% | -13
CCOc1ccc(NC(=O)CN2CCN(CC(=O)Nc3ccc(N(C)C)cc3)CC2)cc1 | -5% | 4% | -2% | 12% | -9% | -12
CC(C)C[C@@H](CN)NC(=O)c1nc[nH]c1C(=O)N[C@@H](Cc1c[nH]c2ccccc12)C(=O)CNC[C@H](C)NC(=O)c1nc[nH]c1C(=O)N[C@@H](CC(=O)O)C(=O)O | · | · | · | ? | 22% | 29
Cc1ccc(C)c(C(=O)c2c(C)nc3sccn23)c1 | -17% | 4% | 2% | -16% | 1% | -12
Cc1nc2c(-c3ccc(F)cc3)c(C)nn2c(C)c1CCC(=O)Nc1ccc(F)cc1F | -1% | 1% | 1% | ? | 6% | -5
CCOC(=O)C1CCCN(S(=O)(=O)c2ccc(NC(C)=O)cc2)C1 (configuration not stated) | -6% | · | 5% | -29% | -4% | -17
Cc1ccc(-n2cnc3c(=O)[nH]cnc32)cc1[N+](=O)[O-] | · | · | · | 8% | -7% | 6
CCOC(=O)c1cc(NC(=O)c2ccc(OC)cc2)c(=O)n2c1oc1ccc(Cl)cc12 | 24% | 0% | · | · | · | -11
COc1ccccc1Oc1coc2c(CN3CCOCC3)c(O)ccc2c1=O | 4% | -3% | -1% | 37%[activator] | -7% | -36
O=c1[nH]c(=S)n(-c2cccc(Cl)c2)c(O)c1/C=N/N1CCOCC1 | 4% | 2% | -14% | 26% | 0% | 37
CN1C(=O)c2ccccc2N(C)C1c1ccc(F)cc1 (configuration not stated) | -13% | 4% | 3% | 12% | 20% | 22
CC(C)NC(=O)COC(=O)c1ccc(O)cc1 | -11% | -11% | 4% | 9% | 10% | 48
CCN1CCCC1CNC(=O)c1ccc(CS(=O)(=O)c2ccccc2C)o1 (configuration not stated) | 4% | 1% | -19% | -4% | -6% | -18
CC(C)(C)C1CCc2c(sc(NC(=O)C3CC=CCC3C(=O)O)c2C#N)C1 (configuration not stated) | -12% | -16% | 13% | 8% | -3% | -2
CCCn1cc(S(=O)(=O)c2ccccc2)c(=O)c2cc(F)c(N3CCCC(C)C3)cc21 (configuration not stated) | 3% | 0% | · | · | · | -15
CCOc1ccc(CCNC(=O)Cn2c(=O)c3cccn3c3ccc(F)cc32)cc1OCC | 13% | -1% | · | · | · | 60
O=C(N/N=C/c1cccnc1)C(O)(c1ccccc1)c1ccccc1 | 2% | -7% | 1% | -9% | -9% | 68

As entered above:
Under Sm TGR inh, CC(C)(C)C1CCc2c(sc(NC(=O)C3CC=CCC3C(=O)O)c2C#N)C1 (configuration not stated) is listed with -16%
Under Giardia FBPA inh, O=C(N/N=C/c1cccnc1)C(O)(c1ccccc1)c1ccccc1 is listed with 1%

Continued:
SMILES | AmpC inh detg | Sm TGR inh | Giardia FBPA inh | HCV inhibitor | AMA1 RON2 block | HCMV inh
O=C1Nc2c(Cl)cc(Cl)cc2C1=O | · | · | · | 16% | -15% | 36
CCCn1c2ccccc2c2cnn(CC(=O)NC(CCSC)C(=O)OC)c(=O)c21 (configuration not stated) | -6% | 2% | · | · | · | 14
CN=C1S/C(=C\c2ccc(OCC(=O)OC)c(OC)c2)C(=O)N1C | -17% | 3% | 14% | -1% | -1% | -16
Cc1ccc(C)c(NS(=O)(=O)c2cc(C(N)=O)ccc2C)c1 | -1% | 7% | -5% | 12% | -1% | -11
Nc1ccccc1CNc1nc(NCCO)nc2c1ncn2CCN1CCOCC1 | 3% | 8% | -2% | -14% | 5% | ?
CCCCNC(=S)N(C)/N=C/c1ccc2c(c1)OCO2 | 7% | -1% | 2% | ? | 19% | -24
COc1cccc(CNC(=O)Cn2ccc3cc(S(=O)(=O)N4CCC(C)CC4)ccc32)c1 | -13%&20% | -7%&5% | 5% | -26% | -9% | -11&15
COc1ccc(Nc2ncnc3sc4c(c23)CCCC4)cc1 | 16% | -5% | · | · | · | -38
C[C@H](CO)N1C[C@H](C)[C@@H](CN(C)C(=O)NC2CCCCC2)Oc2ccc(NC(=O)c3ccncc3)cc2C1=O | · | · | · | 15% | -3% | 13
COc1ccc(NC(=O)CSc2ncnc3[nH]ncc23)cc1 | 7% | -24% | 2% | -4% | 86%[activator] | -2
CC(C)(C)OC(=O)N1CCC(c2c(C(=O)N3CCN(c4ccccn4)CC3)cnn2-c2ccccc2)CC1 | 17% | 5% | · | · | · | 0
COc1ccc(NC(=O)CSc2nnc(-c3nnn(-c4ccc(F)cc4)c3C)o2)cc1 | -3% | 1% | · | · | · | 10

Only AMA1 RON2 block, HCV inhibitor and Sm TGR inh (6 entries from above):
compound | AMA1 RON2 block | HCV inhibitor | Sm TGR inh
O=C1Nc2c(Cl)cc(Cl)cc2C1=O | -15% | 16% | ·
CCCn1c2ccccc2c2cnn(CC(=O)NC(CCSC)C(=O)OC)c(=O)c21 (configuration not stated) | · | · | 2%
CN=C1S/C(=C\c2ccc(OCC(=O)OC)c(OC)c2)C(=O)N1C | -1% | -1% | 3%
Cc1ccc(C)c(NS(=O)(=O)c2cc(C(N)=O)ccc2C)c1 | -1% | 12% | 7%
Nc1ccccc1CNc1nc(NCCO)nc2c1ncn2CCN1CCOCC1 | 5% | -14% | 8%
CCCCNC(=S)N(C)/N=C/c1ccc2c(c1)OCO2 | 19% | ? | -1%

Further results.
SMILES | AmpC inh detg | Sm TGR inh | Giardia FBPA inh | HCV inhibitor | AMA1 RON2 block | HCMV inh
CC(=O)c1c(C)oc2ccc(N(C(C)=O)S(=O)(=O)c3ccc(Cl)c([N+](=O)[O-])c3)cc12 | -13% | 2.2µM* | 1% | 5% | 2% | 10
CCOC(=O)C1(CC2CCCCO2)CCN(S(=O)(=O)c2cc(C)cs2)CC1 (configuration not stated) | -4% | -21% | 12% | -17% | -19% | ?
COc1ccc(CCNCC(O)Cn2c3ccccc3c3ccccc32)cc1OC (configuration not stated) | -13% | 13% | 1% | 11µM* | -9% | -64*
O=S(=O)(c1ccc(F)c(Cl)c1)N1CCCC1 | 3% | -7% | 0% | 6% | 6% | -23
O=C(NCc1ccc(F)cc1)c1cccs1 | 7% | 6% | 8% | 2% | 1% | 109
CC(=O)Nc1ccc(C(=O)NNC(=O)Cc2ccccc2)cc1 | 2% | 1% | 6% | ? | 10% | -38
Cc1ccc(-n2c(CNCc3ccc(F)cc3)nc3ccccc3c2=O)cc1 | ? | -10% | -22% | -18% | 20% | 22
CCCOc1ccc(/C=N\NC(=O)CCc2n[nH]c(=O)[nH]c2=O)cc1OC | -16% | 0% | 0% | 5% | -22% | 28
O=C(c1ccccc1F)N1CCN(c2ccc([N+](=O)[O-])c(NCc3cccnc3)c2)CC1 | 3% | 0% | -14% | -5% | 0% | ?
COc1ccc(C(=O)NCC(=O)N/N=C/c2cn(C)c3ccccc23)cc1OC | -4% | -15% | · | -6% | -7% | 147
Cc1ccccc1S(=O)Cc1ccc(C(=O)NC2CC2)o1 (configuration not stated) | -2% | ? | · | -9% | -7% | -7
COc1ccc(NC(=O)C2CCCN(S(=O)(=O)c3cccc4nonc34)C2)cc1Cl (configuration not stated) | 11% | -1% | · | · | · | -12
Cc1ccc(-n2c(/C=C/c3ccccc3)nc3ccccc3c2=O)cc1C | 2% | 4% | · | · | · | 16
Cc1ccc(N2CC(C(=O)N3CCCCCC3)CC2=O)cc1 (configuration not stated) | -2% | 0% | · | -3% | -12% | 27
Cc1cc(NC(=O)c2c(-c3ccccc3Cl)noc2C)no1 | -7% | -4% | 1% | 25% | -20% | 0
CCN(CC)c1nc(=S)nc(NC(C)(C)C)[nH]1 | -11% | -11% | -21% | 4% | -1% | -12
CCCc1[nH]nc2c1C(c1ccc(OC(=O)N3CCOCC3)c(OC)c1)C(C#N)=C(N)O2 (configuration not stated) | -2% | -10% | · | 10% | 0% | -3
Cc1nc(-c2ccc(NC(=O)c3ccccc3)cc2)cs1 | 0% | -10% | -2% | 11µM* | 0% | ?
Cc1ccc(S(=O)(=O)CCC(=O)OCC(=O)c2ccc(C)c(C)c2)cc1 | -9% | -6% | 4% | 34%[activator] | -3% | 0
CC(=O)N1CCN(C(=S)Nc2ccc(SC(F)F)cc2)CC1 | -10% | 2% | -5% | 29% | 11% | -76*
COc1ccc(CC(=O)NNC(=O)CSc2nc(C)c(C)c(=O)[nH]2)cc1 | -6% | 8% | -19% | 8% | 72%[activator] | -7
CCN(CC)S(=O)(=O)c1ccc(S(=O)(=O)N2CCN(CCC#N)CC2)cc1 | -11% | 3% | -1% | 12% | 14% | 10
CC(=O)Nc1ccc(NC(=O)CCC(=O)Oc2ccc(C)cc2)cc1 | 0% | 8% | 5% | 20% | 1% | -20
O=C(CN1CCN(CN2C(=O)NC3(CCCCCC3)C2=O)CC1)Nc1cccc(F)c1 | 0% | ? | · | 2% | 5% | 34
CCCN(CCC)S(=O)(=O)c1ccc(C(=O)Nc2c(C)n(C)n(-c3ccccc3)c2=O)cc1 | 0% | -6% | 10% | 14% | -5% | 15
O=c1[nH]c(/C=C/c2cccnc2)c([N+](=O)[O-])c(=O)[nH]1 | 2% | -13% | 22% | 3% | -8% | -14
CC(C)=CCc1c(O)cc2c(c1O)C(=O)CC(c1ccc(O)cc1)O2 (configuration not stated) | -3% | -16% | -11% | ? | -1% | 17
Clc1ccc(OCCCCCN2CCOCC2)cc1 | 8% | 4% | 3% | ? | 12% | -37
O=C1CC(SC2=NCCS2)C(=O)N1c1ccc(Cl)cc1 (configuration not stated) | -13% | 56µM* | 5% | 4% | -1% | -10
O=C(Cn1cnc2c(NC(=O)OCc3ccccc3)ncnc21)NCc1ccccn1 | -5% | -1% | · | 55%[activator] | 49%[activator] | 20
c1ccc(C2CNCCc3ccccc32)cc1 (configuration not stated) | -1% | -21% | -11% | 0% | -2% | -14
C=CCSc1nnc(-c2cc3c(-c4ccccc4)nn(C)c3s2)n1C | -3% | -23% | -3% | ? | -1% | 7
CC(=O)Oc1cc(OC(C)=O)c2c(C)cc(=O)oc2c1 | ? | -5% | -1% | -11% | -1% | 121
CC(C)c1ccc(C2=C(O)c3ccccc3C(=O)C2=O)cc1 | 2% | 5% | -19% | 4% | 0%[2.32 µM] | -22
